Assay outcomes from PubChem BioAssay.
LMNA splice mod: LMNA splicing modulation. HeLa LMNA splicing GFP/RFP minigene ratio, 48 h. Potency, µM (highest dose often 46.1 µM), inactives show at the top dose ratio change, negative = inhibition, hits mostly inhibitors. 200,000 tested, 0.01% active; active = well fitted inhibition curve with a large enough effect in the signal ratio, with a control signal flat, not every such curve was filed as active; inconclusive = small, poorly fitted or top-dose-only effect, or effect the other way, or a change in a side signal; the % refers to the signal ratio; note: potency is the fitted concentration of half-maximal effect; % is set by controls: 0 for no effect and ±100 for the full control effect
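S3 HeLa cells stably expressing lamin A-EGFP splicing minigene plus DsRed2, 600 cells/well, 48 h compound exposure at 37C. Laser-scanning cytometry; analysed as GFP (500-530 nm)/RFP (575-640 nm) total intensity ratio; 0.5% DMSO vehicle.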
Epigenetic derep: regulators of epigenetic silencing causing reporter derepression in mouse cells. murine LDR cells, GFP reporter derepression, 30 h. Potency, µM (doses to about 53.9 µM), without a hit: top-dose GFP activation, hits mostly activators. 280,000 tested, 0.2% active; note: potency is the fitted concentration of half-maximal effect; % of control where 0% means no effect; nearly all actives have a fitted effect of over 60% in size
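Reporter derepression read as number of fluorescent GFP-positive objects, 20-120 um in size, counted by laser-scanning cytometer. Mouse LDR line with an epigenetically silenced CMV-GFP locus; compound incubation 30 h, 37 C.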
Luc counter: Kinase-Glo luciferase inhibition (counter-screen); Kinase-Glo luciferase, ATP luminescence, 8 min; Potency, µM (titrated, usually from 38.3 µM), inactives show at the top dose activity change, negative = inhibition, most hits filed as inhibitors; 200,000 tested, 0.28% active; note: potency is the fitted concentration of half-maximal effect; % is set by controls: 0 for no effect and ±100 for the full control effect; nearly all actives have a fitted effect of over 60% in size
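Compounds were added to a substrate mix at pH 7.2 (50 mM imidazole, 10 uM ATP, within the enzyme's linear range), followed by Kinase-Glo detection reagent; luminescence was measured after 8 minutes at ambient temperature.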
IMPase Li cell: IMPase inhibition in cells with lithium potentiation. AID 1457. Potency, µM (top dose mostly 59.4 µM), inactives show at the top dose activity, negative = IMPase inhibition, actives largely listed as inhibitors. CHO-M1 cells, IP1 TR-FRET (IP-One), carbachol + lithium. 210,000 tested, 0.35% active;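 note: IP1 builds up when IMPase is blocked and the TR-FRET signal falls; potency is the fitted concentration of half-maximal effect; plate controls were basal vehicle for no effect and high inhibitor control for full effect; nearly all actives have a fitted effect of over 50% in size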
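Test compounds were applied to CHO-M1 cells previously cultured for 16–30 h at 2000 per well. A small lithium amount accompanied them; after 30 min at 37C, IP1 was quantified by TR-FRET.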
GLA spleen mod: inhibits or activates alpha-galactosidase in human spleen homogenate | P06280 | human spleen homogenate, 4MU-alpha-Gal fluorescence, 40 min | Potency, µM (doses to about 80 µM), inactives show top-dose activity change, negative = inhibition, hits mostly inhibitors | 240,000 tested, 0.008% active;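 note: potency is the fitted concentration of half-maximal effect; 0% = enzyme with vehicle and -100% = no enzyme basal signal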
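Spleen homogenate 1 ug + cpd (titration) + 4-MU-alpha-D-galactopyranoside 1 mM; 37C 40 min; 50 mM citrate/phosphate pH 5.0, 0.01% Tween-20; stop pH 10; fluorescence 365/440; AC50 via Hill.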
CBFb RUNX1 block: CBF-beta/RUNX1 interaction disruption; AlphaScreen CBFb-His/RUNX1-biotin binding, biochemical; Potency, µM (doses to about 59.8 µM), inactives show top-dose activity, negative = inhibition, most hits filed as inhibitors; 230,000 tested, under 10 active; AID 1477; note: % of control where 0% means no effect
Target sequence (Q01196 whole entry, looked up): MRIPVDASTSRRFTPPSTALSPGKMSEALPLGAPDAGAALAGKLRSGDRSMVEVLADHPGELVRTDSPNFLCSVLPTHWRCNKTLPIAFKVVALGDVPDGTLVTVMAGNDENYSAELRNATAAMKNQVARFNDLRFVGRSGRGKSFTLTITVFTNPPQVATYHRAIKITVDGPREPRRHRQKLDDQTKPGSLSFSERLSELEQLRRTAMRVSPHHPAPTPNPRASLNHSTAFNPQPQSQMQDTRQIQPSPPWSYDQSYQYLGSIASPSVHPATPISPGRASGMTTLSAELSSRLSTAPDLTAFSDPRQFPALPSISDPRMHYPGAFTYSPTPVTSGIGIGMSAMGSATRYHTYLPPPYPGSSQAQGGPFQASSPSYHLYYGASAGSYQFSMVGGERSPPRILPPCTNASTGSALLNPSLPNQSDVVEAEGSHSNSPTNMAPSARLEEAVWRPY
Target sequence (Q13951 whole entry, looked up): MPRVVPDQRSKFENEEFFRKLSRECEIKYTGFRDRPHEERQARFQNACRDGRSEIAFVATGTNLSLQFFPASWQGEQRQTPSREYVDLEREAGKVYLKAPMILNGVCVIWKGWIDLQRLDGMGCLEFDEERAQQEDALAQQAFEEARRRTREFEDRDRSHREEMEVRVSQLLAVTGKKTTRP
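CBF-beta (His) and RUNX1 (biotin), 30 nM each; 20 min preassociation; + compound, 15 min; + beads 50 ng each (Ni, streptavidin), 90 min; RT; AlphaScreen read.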
NPSR antagonist: blocks cAMP signaling of the human neuropeptide S receptor; CHO-NPSR cells, cAMP TR-FRET, antagonist mode; 220,000 tested, 1% active; Potency, µM (top dose mostly 38.3 µM), for inactives: top-dose activity change, negative = inhibition, hits mostly inhibitors; AID 1461; note: potency is the fitted concentration of half-maximal effect; % is set by controls: 0 for no effect and ±100 for the full control effect; nearly all actives have a fitted effect of over 50% in size; many of its hits are not listed in these tables
Target sequence (Q6W5P4 whole entry, looked up): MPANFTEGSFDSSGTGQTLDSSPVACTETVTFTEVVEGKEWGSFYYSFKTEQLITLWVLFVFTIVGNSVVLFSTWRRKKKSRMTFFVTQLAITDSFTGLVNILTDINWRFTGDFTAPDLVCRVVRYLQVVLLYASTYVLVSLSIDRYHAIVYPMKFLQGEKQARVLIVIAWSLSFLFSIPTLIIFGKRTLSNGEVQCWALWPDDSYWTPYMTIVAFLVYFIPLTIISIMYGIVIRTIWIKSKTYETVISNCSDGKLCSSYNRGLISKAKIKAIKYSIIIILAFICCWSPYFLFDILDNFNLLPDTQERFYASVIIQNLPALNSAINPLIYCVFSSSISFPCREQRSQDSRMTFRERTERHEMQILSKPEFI
Numbers without * were called inactive; ? = inconclusive; nt = no result given; [ ] = dose if it differs, or a comment. Unless noted, calls come from the whole dose curve; as a rule, active = well fitted curve in the direction sought with a large enough effect; inconclusive = small, poorly fitted or top-dose-only effect, or another doubt; inactive = no such curve, though single readings can be large; an effect the other way counts as inactive or inconclusive.

Under each structure: Luc counter | GLA spleen mod | CBFb RUNX1 block | Epigenetic derep | IMPase Li cell | NPSR antagonist | LMNA splice mod
- CCCCN(C(=O)Cn1nnc2ccccc21)C(C(=O)NCCOC)c1ccc(OC)cc1OC (configuration not stated)
    0% | 3% | 3% | -1.0% | 10%[38.3 µM] | -10%[46.1 µM] | 2%
- CCOc1cc(/C=C\c2[nH]c(=O)[nH]c(=O)c2[N+](=O)[O-])ccc1OC(C)CC (configuration not stated)
    -1% | -5% | -2% | -0.8% | 46%[activator][38.3 µM] | ? | ?
- Fc1ccc(Oc2cc(N3CCOCC3)nc(-c3ccccc3)n2)c(F)c1
    2% | -7% | 9% | 1.6% | 19%[38.3 µM] | ? | -11%
- COC(=O)c1ccc(COc2ccc(NC(C)=O)cc2)o1
    nt | 4% | 0% | -3.0% | nt | -19% | nt
- COCCn1c(C(=O)N2CCCC2)cc2c1C[C@H]1CN(C(=O)c3ccccc3)[C@@](Cc3ccc(OC)cc3)(C(=O)OC)[C@@H]21
    -3% | 1% | 10% | 2.3% | -5% | nt | nt
- COC(=O)c1ccc(COC(=O)c2ccccc2OC)cc1
    -2% | 6% | -17% | 1.0% | 13% | -9% | -4%
- CCCSc1nnc(NC(=O)c2nc(SC)ncc2Cl)s1
    -1% | 17% | -6% | -0.2% | -17%[38.3 µM] | -8%[46.1 µM] | -2%
- COCCN(CCOC)S(=O)(=O)c1ccc(C(=O)Nc2nnc(C3CC3)o2)cc1
    2% | 9% | 0% | 4.8% | 20%[38.3 µM] | ? | -14%
- CCOC(=O)c1c(NC(=O)CCC(=O)N(CC)CC)sc2c1CC(C)(C)OC2
    nt | 0% | 11% | 14% | nt | -11% | nt
- Cc1cccc(OCC(=O)Nc2ccc(N3CCCC3)cc2)c1C
    -5% | 6% | ? | -3.4% | 8%[38.3 µM] | -5%[46.1 µM] | 6%
- C=CCNC(=S)N1CCN(c2ccccc2Cl)CC1
    nt | -1% | 15% | 0.0% | nt | -11% | nt
- COc1cc(/C=C/C(=O)N2CCOCC2)ccc1OCc1ccccc1
    -2% | -3% | 5% | -3.0% | -3% | 13% | -7%
- COc1ccccc1-c1cc(C(F)(F)F)nc(N2CCCC2)n1
    0% | 0% | ? | -1.1% | 15%[38.3 µM] | -17%[46.1 µM] | -2%
- Cc1cc(=O)n2nc(N3CCC(C(=O)NC(C)c4ccccc4)CC3)sc2n1 (configuration not stated)
    -4% | 3% | -1% | -1.0% | 14%[38.3 µM] | -1%[46.1 µM] | 8%
- O=[N+]([O-])c1cccc(CNc2ccc3c(c2)CCC3)c1
    -2% | -7% | ? | -9.5% | 12% | -20% | 5%
- O=C(CC(=O)N/N=C\c1ccc(F)cc1)NCCc1ccccc1
    -1% | 4% | 0% | 3.1% | -1% | -1% | nt
- CC1(CO)COC(c2ccccc2)=N1 (configuration not stated)
    nt | 5% | 3% | 0.1% | nt | 27% | nt
- COc1ccc([C@@H]2C[C@H](c3ccccc3)Oc3cc(C)cc(C)c32)cc1
    nt | 9% | 13% | -0.6% | nt | -35% | nt
- O=C(CCc1ccccc1)Nc1cccc([N+](=O)[O-])c1
    5% | 0% | -1% | 2.5% | -2% | -5% | 26%[46 µM]
- CCCc1cc(=O)[nH]c(SCC(=O)NCCC2=CCCCC2)n1
    4% | -1% | 6% | 1.3% | 0% | -8% | -2%[46 µM]
- Nc1[nH]nc2nc(NCc3ccccc3)c3c(c12)CCN(Cc1ccccc1)C3
    0% | -3% | -17% | 0.3% | 2%[38.3 µM] | -15%[46.1 µM] | ?
- Cc1cccc(N2CC(=O)N(c3cccc(C)c3)CC2=O)c1
    -3% | 8% | -2% | -0.4% | -9%[38.3 µM] | 1%[46.1 µM] | -1%
- C=C1CSc2nc(=O)c3c(C)c(C)sc3n21
    1% | 4% | 7% | -1.0% | 22%[38.3 µM] | 4%[46.1 µM] | 5%
- COc1ccc(-c2[nH]ncc2CN(C)Cc2cccnc2)c(F)c1
    -2% | -3% | 4% | -1.0% | 10% | -10% | nt
- Cc1cccnc1Nc1ncnc(N)c1[N+](=O)[O-]
    2% | -1% | 2% | -0.5% | -11% | 21% | 24%[46 µM]
- CC(C)CNC1CCS(=O)(=O)C1 (configuration not stated)
    nt | 5% | 14% | -1.1% | nt | 18% | nt
- S=C(NC1CCCCC1)N1CCN(Cc2ccccc2Cl)CC1
    4% | -2% | 10% | -0.6% | 7% | 40% | nt
- COc1ccc2oc(=O)c(C(=O)N3CCCc4ccccc43)cc2c1
    -2% | -3% | 3% | -2.0% | 10%[38.3 µM] | -19%[46.1 µM] | -7%
- O=S(=O)(c1ccc(Cl)cc1)N1CCCC1c1nc(-c2ccc(Cl)cc2)no1 (configuration not stated)
    6% | -2% | -10% | -0.8% | 9% | 2%[46.1 µM] | ?
- COc1ccc(NS(=O)(=O)c2cccc(-c3nnc4n3CCCCC4)c2)cc1
    0% | 5% | 0% | -3.0% | 7%[38.3 µM] | -14%[46.1 µM] | 13%

As entered above:
GLA spleen mod result of Cc1cccc(OCC(=O)Nc2ccc(N3CCCC3)cc2)c1C : 6%
Luc counter result of CCOc1cc(/C=C\c2[nH]c(=O)[nH]c(=O)c2[N+](=O)[O-])ccc1OC(C)CC (configuration not stated) : -1%
GLA spleen mod result of COc1ccccc1-c1cc(C(F)(F)F)nc(N2CCCC2)n1 : 0%

New compounds follow:
Under each structure: Luc counter | GLA spleen mod | CBFb RUNX1 block | Epigenetic derep | IMPase Li cell | NPSR antagonist | LMNA splice mod
- O=[N+]([O-])c1cc2nc(O)c(O)nc2cc1[N+](=O)[O-]
    -2%[39.9 µM] | -3% | 9% | 1.6% | -1% | nt | nt
- COc1ccc(CC(=O)Nc2ccc(-c3noc(-c4ccccc4OC)n3)cc2)cc1
    1% | -8% | -22% | 3.3% | 11µM* | -13%[46.1 µM] | 15%
- CCC(=O)c1ccc(OCC(=O)Nc2ccc3nc(C)sc3c2)cc1
    nt | -2% | 2% | -1.8% | nt | -3% | nt
- CNC(=O)c1ccc(N(Cc2ccccc2)S(C)(=O)=O)cc1
    -2% | -3% | 4% | -0.7% | 13%[38.3 µM] | 17%[46.1 µM] | -3%
- Cc1ccc(C)c(NC(=O)c2cnc3n(c2=O)CCS3)c1
    -5% | 1% | 3% | -0.3% | 1% | 0% | nt
- COC(=O)C1=C(C)Nc2[nH]c(=S)[nH]c(=O)c2C1c1ccc(O)cc1 (configuration not stated)
    nt | -4% | -4% | 4.1% | nt | -10% | nt
- CN(C)c1ccc(Nc2c3c4c(cccc4n(C)c2=O)C(=O)c2ccccc2-3)cc1
    ? | 13% | nt | 1.1% | 23% | -47% | ?
- CCn1c(=O)cc(OCC(=O)NCc2cccnc2)c2ccccc21
    -1% | 10% | 3% | 0.0% | 8%[38.3 µM] | 1%[46.1 µM] | 6%
- COCCNC(=O)/C(C#N)=C\c1ccc(CNS(=O)(=O)c2ccccc2)o1
    -3% | 1% | 4% | 2.4% | 14% | 12% | -6%[46 µM]
- CCSc1nc2c([nH]c3ccccc32)c(=O)n1C
    16% | -4% | 6% | -5.0% | 13%[38.3 µM] | 14%[46.1 µM] | -4%
- Cc1n[nH]c(=S)n1-c1ccccc1
    nt | -3% | 11% | -0.3% | nt | -5%[7.67 µM] | nt
- Cc1cc(-c2nn(C)c(=O)c3ccccc23)cc(C)c1O
    nt | 3% | 11% | 0.7% | nt | 0% | nt
- CCOC(=O)c1ccc(NC(=O)CNC(=O)C2CCCCC2)cc1
    -5% | 2% | 17% | -4.3% | -15%[38.3 µM] | -14%[46.1 µM] | ?
- COc1ccc2[nH]c(=O)c(COC(=O)c3cccs3)cc2c1
    2% | 6% | -9% | -1.8% | -2% | -59% | 9%
- COc1ccc(N(CC(=O)NCc2ccccc2)C(=O)CCC(=O)Nc2cc(C)ccn2)c(OC)c1
    nt | -1% | 1% | 0.0% | nt | -18% | nt
- CCN(CC)S(=O)(=O)c1csc(C(=O)Nc2ccccn2)c1
    -1% | 5% | 5% | -1.1% | 15%[38.3 µM] | -16%[46.1 µM] | -4%
- CCOC(=O)N1CCC(N2Cc3cccc(C(=O)NCc4ccc(OC)cc4)c3C2=O)CC1
    -5% | 0% | -1% | -1.0% | 14% | -16% | ?
- CN(C)S(=O)(=O)c1cc(NC(=O)c2cc(=O)[nH]c3ccccc23)ccc1Cl
    -2% | -4% | -3% | -0.1% | 5% | -2% | nt
- Cc1ccc(F)c(C2C3C=CCC(c4cccc(-c5ccc(N(C)C)cc5)c4)C3C(=O)N2Cc2ccccc2)c1 (configuration not stated)
    nt | 4% | -14% | -0.4% | nt | -39% | nt
- COc1ccc(-c2nsc3c(N4CCN(S(=O)(=O)c5ccccc5F)CC4)ncnc23)cc1
    0% | -5% | 6% | 0.9% | -18%[38.3 µM] | -8%[46.1 µM] | 4%
- COc1ccc(N(CC(=O)NCCC2=CCCCC2)S(=O)(=O)c2ccc(C)cc2)cc1OC
    2% | 9% | 1% | 4.8% | 12% | -41% | nt
- CCOc1cc(/C=C2\SC(=N)N(c3nonc3N)C2=O)ccc1OCCN1CCOCC1
    -3% | 12% | -1% | 2.0% | 7% | 39% | ?
- C=CCOC(=O)COc1ccc2c(C)c(C)c(=O)oc2c1C
    1% | 0% | 11% | 1.0% | -3% | -8%[46.1 µM] | -8%
- Cn1ncc([N+](=O)[O-])c1C(=O)NCc1ccccc1
    nt | -9% | 2% | 1.6% | nt | -17% | nt
- O=C(NNS(=O)(=O)c1ccc(Br)cc1)c1cccs1
    -6% | 1% | 8% | 1.6% | 0% | 6% | -4%[46 µM]
- O=C(CC1Nc2ccccc2NC1=O)Nc1ccccc1 (configuration not stated)
    -2% | 1% | -30% | 0.0% | -3% | -13%[46.1 µM] | 12%
- CCC(=O)c1ccc(O)c(OC)c1
    1% | 7% | 14% | 1.7% | -6% | 27% | 1%[46 µM]
- Cc1nc(-n2cc(F)c(=O)[nH]c2=O)c2nc(C)oc2n1
    6% | 4% | 6% | -0.9% | -5% | -6%[46.1 µM] | ?
- COc1ccc(C2c3c(oc4c(C)cc(C)cc4c3=O)C(=O)N2Cc2cccnc2)cc1OC (configuration not stated)
    2% | 0% | 2% | -1.0% | 19%[38.3 µM] | -8%[46.1 µM] | -7%
- Cn1nnnc1SCc1ccc(CSc2nnnn2C)cc1
    -1% | -3% | 1% | -1.3% | 14% | -1% | 0%[46 µM]
- O=C1/C(=C/C=C/c2ccco2)SC(=S)N1NS(=O)(=O)c1ccccc1
    nt | ? | nt | -5.6% | nt | -16% | nt
- CCOc1ccc2ccccc2c1CNc1nnnn1CC
    5% | 0% | 8% | 1.3% | 4% | -2% | 10%[46 µM]

This is a subset (hit frequency here may not be typical).
